Assay outcomes (PubChem BioAssay)
12-LOX inh = inhibitors of human 12S-lipoxygenase ALOX12 | Potency, µM (highest dose often 108 µM), inactives show at the highest dose activity change, negative = inhibition, most hits filed as inhibitors | 580,000 tested, 1.1% active | P18054 | purified 12hLO, xylenol orange hydroperoxide absorbance; note: % is set by controls: 0 for no effect and ±100 for the full control effect
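Purified human 12hLO (150 nM final) in 25 mM Hepes, 0.01% Triton X-100, pH 7.0 was preincubated 15 min at room temperature with compound. Then 40 uM arachidonic acid was added, 30 min. Hydroperoxide was read by Fe-XO absorbance ratio 573/405 nm.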
TrxR1 substrate = substrates of rat thioredoxin reductase 1; O89049; purified TrxR1 substrate turnover, NADPH consumption readout; Potency, µM (titrated, usually from 114 µM), for the others: top-dose activity change, negative = substrate turnover; 390,000 tested, 0.01% active; AID 588456; note: % is set by controls: 0 for no effect and ±100 for the full control effect; nearly all actives have a fitted effect of over 50% in size
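Rat TrxR1, dispensed at 90 nM, was prereduced with 400 uM NADPH (final) for 5 min at ~22 deg C, then incubated with compound 15 min before 400 uM selenite. A first-read NADPH fluorescence drop versus no-compound background flagged substrates.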
RXFP1 agonist = agonists of human relaxin receptor RXFP1 | Q9HBX9 | HEK293T-RXFP1 cAMP TR-FRET, 30 min; response scale: percent of porcine relaxin response, buffer zero | Potency, µM (titrated, usually from 57.5 µM), inactives show top-dose activation, most hits filed as activators | 370,000 tested, 0.3% active; note: % is set by controls: 0 for no effect and ±100 for the full control effect; nearly all actives have a fitted effect of over 60% in size; many of its hits are not listed in these tables
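HEK293 cells stably expressing RXFP1, treated 30 min at 37C with compounds plus PDE4 inhibitor Ro 20174; cAMP measured by HTRF TR-FRET. Normalized to buffer and 29 nM porcine relaxin; EC50 by Hill fit.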
mIDH1 inhibitor = blocks human mutant IDH1 R132H enzyme; O75874; IDH1-R132H enzyme, NADPH consumption, diaphorase/resazurin fluorescence; Potency, µM (highest dose often 76.6 µM), for the others: at the highest dose activity change, negative = inhibition, actives largely listed as inhibitors; 390,000 tested, 0.093% active; note: % is set by controls: 0 for no effect and ±100 for the full control effect; nearly all actives have a fitted effect of over 65% in size
Target sequence (O75874 whole entry R132H, stated change not applied): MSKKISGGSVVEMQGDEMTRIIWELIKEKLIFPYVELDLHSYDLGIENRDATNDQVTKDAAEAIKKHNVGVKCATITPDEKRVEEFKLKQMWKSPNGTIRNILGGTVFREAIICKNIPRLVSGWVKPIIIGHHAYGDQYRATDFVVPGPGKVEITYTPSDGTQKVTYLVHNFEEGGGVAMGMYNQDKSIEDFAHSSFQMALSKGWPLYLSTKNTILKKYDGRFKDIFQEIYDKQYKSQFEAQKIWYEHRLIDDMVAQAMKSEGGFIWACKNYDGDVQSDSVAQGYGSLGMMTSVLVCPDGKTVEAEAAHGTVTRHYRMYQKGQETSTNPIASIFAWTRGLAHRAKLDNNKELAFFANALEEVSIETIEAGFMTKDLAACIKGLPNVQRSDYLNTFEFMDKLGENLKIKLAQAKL
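IDH1-R132H (0.5 ug/mL) preincubated 30 min with compound, then NADPH (0.016 mM) and alpha-KG (2 mM) added; 80 min at RT, pH 7.5. Remaining NADPH coupled via diaphorase/resazurin to fluorescence (540/590 nm); concentration-response curves normalized to no-enzyme control.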
Vif-A3F inh = inhibitors of Vif-A3F interaction; 390,000 tested, 0.2% active; Potency, µM (series often up to 46.1 µM), without a hit: at the highest dose activity, negative = active; HeLa A3F-eYFP + Vif (tagged APOBEC3F with the HIV-1 protein that degrades it), YFP fluorescence increase; note: % of control where 0% means no effect; nearly all actives have a fitted effect of over 65% in size
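HeLa cells stably expressing A3F-eYFP plus Vif, plated and incubated overnight at 37 deg C, then exposed to compounds overnight at 37 deg C. Blocked degradation read as raised yellow fluorescence (Ex 488/Em 500-530).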
RGS4 inhibitor = human RGS4 inhibition. P49798. Transcreener GDP fluorescence polarization, RGS4-accelerated GTP hydrolysis. Potency, µM (series often up to 114 µM), without a hit: at the top dose activity change, negative = inhibition, hits mostly inhibitors. 390,000 tested, 0.039% active; note: % is set by controls: 0 for no effect and ±100 for the full control effect; nearly all actives have a fitted effect of over 75% in size; some results filed as inactive show a strong effect at the top dose
Target sequence (P49798 whole entry, looked up): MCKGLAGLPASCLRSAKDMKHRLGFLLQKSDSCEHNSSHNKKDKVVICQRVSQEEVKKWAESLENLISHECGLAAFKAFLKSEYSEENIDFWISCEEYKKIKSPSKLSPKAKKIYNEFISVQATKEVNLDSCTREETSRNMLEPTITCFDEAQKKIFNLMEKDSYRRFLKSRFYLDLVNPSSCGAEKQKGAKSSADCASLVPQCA
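MLSMR compounds (23 nl, pin-transferred) preincubated 10 min at room temperature with a 500nM (2x) first reagent, then RGS4 at 900nM (2x) plus Transcreener GDP mix added; fluorescence polarization (620/688 nm) read before and after 90 min at 30 °C.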
Vif-APOBEC3G blk = blocks the Vif interaction with human APOBEC3G; Potency, µM (highest dose often 46.1 µM), without a hit: top-dose activity, negative = active, most hits filed as inhibitors; HeLa A3G-eYFP + Vif (tagged APOBEC3G with the HIV-1 protein that degrades it), YFP fluorescence, overnight; 410,000 tested, 0.076% active; AID 602310; Q9HC16;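 note: % is set by controls: 0 for no effect and ±100 for the full control effect; nearly all actives have a fitted effect of over 60% in size; hits raise eYFP signal because A3G escapes Vif-driven loss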
Target sequence (Q9HC16 whole entry, looked up): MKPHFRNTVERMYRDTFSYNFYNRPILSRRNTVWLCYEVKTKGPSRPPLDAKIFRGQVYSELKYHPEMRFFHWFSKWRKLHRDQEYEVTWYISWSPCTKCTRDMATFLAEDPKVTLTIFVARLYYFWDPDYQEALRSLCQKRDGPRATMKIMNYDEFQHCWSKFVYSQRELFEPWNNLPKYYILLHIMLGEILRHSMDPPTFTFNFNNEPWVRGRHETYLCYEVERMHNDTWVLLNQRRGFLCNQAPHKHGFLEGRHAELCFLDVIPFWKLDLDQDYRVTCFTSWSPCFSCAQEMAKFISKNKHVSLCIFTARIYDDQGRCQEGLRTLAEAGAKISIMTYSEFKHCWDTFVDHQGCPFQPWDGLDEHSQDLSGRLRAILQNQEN
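Read-out is eYFP fluorescence (Ex 488/Em 500-530) from Vif-expressing HeLa A3G-eYFP cells; more signal means A3G escaped Vif-mediated degradation. Cells plated overnight, compound pinned in, incubated overnight at 37 deg C.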
TrxR1 inh = blocks rat thioredoxin reductase 1 | Potency, µM (highest dose often 114 µM), for the others: at the highest dose activity change, negative = inhibition, most hits filed as inhibitors | AID 588453 | recombinant rTrxR1, NADPH fluorescence consumption, selenite substrate | 390,000 tested, 1% active | O89049; note: % is set by controls: 0 for no effect and ±100 for the full control effect; nearly all actives have a fitted effect of over 65% in size
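Rat TrxR1 (90 nM in the dispensed reagent) was pre-reduced with 400 uM NADPH for 5 min at room temperature, then incubated with compound for 15 min. After 400 uM selenite was added, NADPH fluorescence (Ex 340/Em 450 nm) was followed for 8 min.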
USP1-UAF1 inh = inhibitors of human USP1/UAF1 deubiquitinase | 390,000 tested, 0.23% active | Potency, µM (series often up to 57.1 µM), without a hit: at the top dose activity change, negative = inhibition, most hits filed as inhibitors | recombinant USP1/UAF1, Ub-Rhodamine cleavage fluorescence; note: % is set by controls: 0 for no effect and ±100 for the full control effect; nearly all actives have a fitted effect of over 60% in size; inactives centre near -12
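USP1/UAF1 complex (1 nM) preincubated 15 min at room temperature with compound, then Ub-Rho substrate (150 nM final) added. Kinetic fluorescence at 480/540 nm over 6 reads at 60 s intervals; 50 mM HEPES pH 7.8, 0.5 mM EDTA, 0.1 mg/ml BSA, 1 mM TCEP, 0.01% Tween-20.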
An asterisk follows results filed as active; u = inconclusive; x = not tested or not shown; & = joins results of further samples; [ ] = dose if it differs, or a comment. Calls come from the whole dose curve; as a rule, active = well fitted curve in the direction sought with a large enough effect; inconclusive = small, poorly fitted or top-dose-only effect, or another doubt; inactive = no such curve, though single readings can be large; an effect the other way counts as inactive or inconclusive. Potency is the fitted concentration of half-maximal effect. A portion of the library, so the mix of outcomes need not match the whole.

SMILES,12-LOX inh,TrxR1 substrate,RXFP1 agonist,mIDH1 inhibitor,Vif-A3F inh,RGS4 inhibitor,Vif-APOBEC3G blk,TrxR1 inh,USP1-UAF1 inh
CN1C(=O)C(CC(=O)Nc2ccc(F)cc2)N(NC(=O)c2cccc(F)c2)C1=S (stereo not drawn),-2%,5%[57.1 µM],-1.5%,0%,-11%,-9%,0%,-1%[57.1 µM],6%
[O-]/C(=C(\C(=S)Nc1ccc(SC(F)F)cc1)[n+]1ccccc1)c1cc(Cl)ccc1Cl,u,-10%,-0.8%,-1%,10%,-18%,1%,19%[57.1 µM],-17%
Cc1ccc(C)c(NC(=O)C(C)N2C(=O)c3ccccc3C2=O)c1 (stereo not drawn),-3%,5%,-0.7%,6%,3%,-8%,1%,20%,-22%
CCc1nc(SCC(=O)OC(C)C)c2ccccc2n1,-10%,7%[57.1 µM],19%,0%,-5%,-11%,-3%,17%[57.1 µM],-7%
Cc1ccc2c(c1)N(C(=O)c1ccco1)C(C)(C)c1ssc(=S)c1-2,u,1%,-2.0%,5%,0%,7%,-1%,8%,-22%
Cc1sc(NC(=O)CN(Cc2ccc(F)cc2)C(=O)C(C)(C)C)c(C(N)=O)c1C,5%,1%,15%,-7%,-19%,-10%,-3%,16%,-23%
COC(=O)c1sccc1N/N=C(\C)c1ccc(F)c(Cl)c1,-25%,28%,0.6%,7%,-6%,-21%,-6%,20%,-12%
COc1ccc(-c2cc(C(=O)Nc3ccn(Cc4ccc(C)cc4)n3)no2)cc1OC,-28%,10%,u,-12%,1%,-8%,-4%,15%,-22%
O=C(O)c1cccc(COCC(F)(F)C(F)F)c1,-8%,9%,0.3%,2%,-2%,-17%,-1%,23%,-8%
CCOC(=O)c1c(Oc2ccc(OC)cc2)nnc(-c2ccccc2)c1-c1ccccc1,-12%,-7%,2.7%,0%,3%,28%,2%,11%,-29%
CC1CCc2nn(CC(=O)NCc3ccco3)cc2C1 (stereo not drawn),302%[activator],3%[57.1 µM],0.1%,0%,-6%,u,-13%,2%[57.1 µM],0%
Cc1cc(CNC(=O)COc2ccc([N+](=O)[O-])cc2)c2ccccc2n1,-3%,6%[57.1 µM],u,9%,5%,-8%,1%,43%[activator][57.1 µM],-14%
CC1CCN(S(=O)(=O)c2ccc(NC(=O)Cn3nnc(-c4ccccc4)n3)cc2)CC1,-16%,10%,0.3%,14%,-11%,-15%,u,36%,-9%
CCC1(CC)NC(=O)N(CC(=O)OCn2nnc3ccccc3c2=O)C1=O,-1%,1%,-0.1%,-1%,-3%,22%,-4%,-4%,-14%
CCOc1cc(C(=O)N2CCOCC2)ccc1OCc1ccccc1,-1%,-1%,0.0%,4%,2%,-8%[11.4 µM],0%,23%[57.1 µM],-18%

Some values from the list.
CN1C(=O)C(CC(=O)Nc2ccc(F)cc2)N(NC(=O)c2cccc(F)c2)C1=S (stereo not drawn) in TrxR1 substrate: 5%[57.1 µM]
Cc1sc(NC(=O)CN(Cc2ccc(F)cc2)C(=O)C(C)(C)C)c(C(N)=O)c1C in RGS4 inhibitor: -10%

Next part.
SMILES,12-LOX inh,TrxR1 substrate,RXFP1 agonist,mIDH1 inhibitor,Vif-A3F inh,RGS4 inhibitor,Vif-APOBEC3G blk,TrxR1 inh,USP1-UAF1 inh
COc1ccccc1NC(C)=[N+](C)CCNS(=O)(=O)c1ccc(Cl)cc1,u,-1%,0.7%,-3%,1%,-14%,-1%,-14%,-15%
Cc1cc(NC(=O)/C(C#N)=C/c2ccc(-c3cccc(C(F)(F)F)c3)o2)n(-c2ccccc2)n1,-13%,-11%,7.4%,-2%,u,8%,-1%,-13%,-18%
CCOC(=O)/C(C#N)=C/c1cc(C)n(-c2ccccc2)c1C,-26%,-2%,2.2%,4%,-5%,-19%,4%,-6%,-22%
Cc1nc([N+](=O)[O-])cn1CC(=O)c1ccc(OC(F)(F)F)cc1,x,5%,-0.4%,5%,2%,-25%,-3%,-1%,-8%
COc1ccc(OC)c(NC(=O)COC(=O)CN2C(=O)NC3(CCCC3)C2=O)c1,10%,4%,-1.5%,7%,-13%,10%,0%,9%,-18%
Cc1ccc(C(=O)N=c2sccn2C)cc1S(=O)(=O)N1CCOCC1,2%,u,0.0%,6%,-8%,-2%,3%,-30%,-11%
COc1ccc(NC(C)=O)cc1NC(C)c1nc2sc(C)c(C)c2c(=O)[nH]1 (stereo not drawn),-12%,9%[57.1 µM],-2.0%,1%,-7%,-1%,-2%,20%[57.1 µM],-16%
CCN(Cc1nc(-c2ccc(OC)cc2)oc1C)S(=O)(=O)c1ccc(C)cc1,-27%,3%[57.1 µM],8.1%,9%,2%,14%,-2%,11%[57.1 µM],-23%
O=C(NCC1CCCO1)C1CCN(S(=O)(=O)c2cccc3nonc23)CC1 (stereo not drawn),0%,6%[57.1 µM],0.7%,-1%,-5%,18%,-1%,3%[57.1 µM],-1%
Cc1noc(C)c1S(=O)(=O)Nc1ccc(C(=O)N2CCN(c3ccc(Cl)cc3)CC2)cc1,27%,-3%,1.8%,0%,-8%,-14%,0%,2%,-17%
CC(=O)Nc1cccc(NC(=O)CSc2ccc(-c3ccco3)nn2)c1,u,-4%,4.4%,7%,-14%,-17%,-6%,56µM*,-7%
COc1ccc(C(=O)N/N=C\c2coc3ccccc3c2=O)cc1,0%,2%,1.6%,3%,9%,7%,-3%,-2%,-18%
COCCN1CC(=O)N2C(c3cccc(C)c3)c3[nH]c4ccccc4c3C[C@H]2C1=O (stereo partly drawn),0%,0%[57.1 µM],0.0%,-5%,1%,9%,-8%,2%[57.1 µM],-6%
CCCCN(CCCC)c1ncnc2nc[nH]c12,7%,-7%,1.4%,-14%,-9%,24%,0%,14%[57.1 µM],-7%
COc1ccccc1N1CCN(C(=O)CSc2nc(C)cc(=O)[nH]2)CC1,u,5%,-0.2%&-1.0%,17%,-13%,2%&-1%,-1%,18%&20%,-21%&-5%

Additional records
SMILES,12-LOX inh,TrxR1 substrate,RXFP1 agonist,mIDH1 inhibitor,Vif-A3F inh,RGS4 inhibitor,Vif-APOBEC3G blk,TrxR1 inh,USP1-UAF1 inh
Cc1cc(-c2nnc(SCc3cccnc3)o2)no1,u,8%,2.5%,-1%,-2%,17%,0%,1%,-1%
CC(=O)c1ccc(NC(=S)N2CCN(c3cccc(Cl)c3)CC2)cc1,3%,8%[57.1 µM],u,0%,-1%,2%,0%,23%[57.1 µM],-17%
CC(C)C[C@@H](C(=O)NCC1CCCO1)N1C(=O)N2CCc3c([nH]c4ccccc34)[C@@]2(C)C1=O (stereo partly drawn),-12%,1%,-1.1%,3%,9%,-9%,0%,9%,-30%
COC(=O)c1ccc(C2C(C(C)=O)=C(O)C(=O)N2CCO)cc1 (stereo not drawn),u,10%,0.5%,0%,-15%,-8%,3%,22%,-7%
COC(=O)CC(=O)N1CCN(c2ccc(Cl)c(Cl)c2)CC1,-1%,2%,0.4%,4%,-12%,-18%,-19%,-5%,-9%
CCCC(=O)N(c1ccc2oc(-c3ccccc3)c(C(=O)OCC)c2c1)S(=O)(=O)c1ccc(C)cc1,-21%,8%,8.0%,1%,2%,3%,-23%,6%,-20%
O=C(CSc1nnnn1-c1cccc2ccccc12)Nc1ccc(C(=O)O)cc1,-16%&-23%,0%,1.5%,-5%,1%,16%,-1%,12%,-15%
Cc1ccc2nc(-c3sc4nc(C)ccc4c3N)[nH]c2c1,35µM*,0%,6.9%,8%,0%,-39%,1%,-5%,-18%
Fc1ccc(-n2ncc3c(Nc4ccc(Oc5ccccc5)cc4)ncnc32)cc1,-12%,8%[57.1 µM],29%,-6%,-29%,27%,-1%,19%[57.1 µM],-10%
CCN(CC(=O)Nc1ccc(NC(C)=O)cc1)C(=O)/C=C/c1ccccc1,-23%,-6%,1.5%,1%,0%,8%,-1%,8%,-18%
Cn1c(=O)c2c(nc(NCc3ccccc3)n2Cc2ccccc2)n(C)c1=O,u,2%,0.4%,0%,-1%,6%,-1%,1%,-10%
CCOC(=O)C1=C(C)NC(=S)NC1/C=C/c1ccccc1 (stereo not drawn),u,0%,0.6%,5%,-17%,-44%,-4%,-5%,-20%
O=C(O)COc1ccc(S(=O)(=O)NCCc2ccccc2)cc1,-5%,6%,0.0%,5%,-5%,-1%,6%,15%,-25%
C/C(CC(=O)c1ccccc1)=N\NC(=O)CC#N,2%,-5%,1.2%,-16%,10%,24%,1%,7%,4%
O=c1c2c([nH]c3ccccc13)CCCCCC2,u,0%,-0.3%,5%,0%,-30%,5%,-2%,-15%
O=C(COc1ccccc1[N+](=O)[O-])Nc1cccc(S(=O)(=O)N2CCCC2)c1,-17%,12%[57.1 µM],x,2%,7%,-14%,0%,20%,-19%
COc1ccc(C(=O)N2CCN(Cc3ccccc3C)CC2)cc1OC,u,-6%,1.7%,6%,-5%,-30%,5%,-19%,-7%
Cc1ccc(NC(=O)C(=O)NCCOc2ccc(Cl)cc2)c(C)c1,u,-4%,2.0%,5%,-9%,15%,1%,-6%,-5%
